LmPK inhibitor: qHTS Assay for Inhibitors of Leishmania Mexicana Pyruvate Kinase (LmPK) | Q27686 | purified LmPK, Kinase-Glo ATP luminescence, 1 h | Potency, µM (titrated, usually from 57.5 µM), for inactives: at the top dose activity change, negative = inhibition, actives largely listed as inhibitors | 290,000 compounds, 0.37% hits | AID 1721, 2009
Target sequence (Q27686 whole entry, looked up): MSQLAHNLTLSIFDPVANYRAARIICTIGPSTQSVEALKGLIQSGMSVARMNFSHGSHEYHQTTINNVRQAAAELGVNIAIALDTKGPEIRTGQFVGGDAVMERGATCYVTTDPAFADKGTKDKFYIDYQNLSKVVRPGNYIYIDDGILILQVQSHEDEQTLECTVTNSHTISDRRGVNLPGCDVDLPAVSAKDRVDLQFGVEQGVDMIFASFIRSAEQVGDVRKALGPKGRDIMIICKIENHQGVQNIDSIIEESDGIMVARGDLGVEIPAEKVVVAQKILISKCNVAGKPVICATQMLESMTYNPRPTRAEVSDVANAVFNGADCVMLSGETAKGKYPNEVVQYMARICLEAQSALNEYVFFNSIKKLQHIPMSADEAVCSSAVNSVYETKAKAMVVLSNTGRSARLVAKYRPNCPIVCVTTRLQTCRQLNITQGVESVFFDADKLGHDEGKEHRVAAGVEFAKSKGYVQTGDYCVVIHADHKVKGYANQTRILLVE
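Pyruvate kinase activity monitored as ATP production (luciferase luminescence). Conditions: 0.1 nM enzyme, 0.5 mM PEP, 0.1 mM ADP, 1 h, RT; normalized against uninhibited and no-enzyme wells.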
Sm TGR block: qHTS Assay for the Inhibitors of Schistosoma Mansoni Peroxiredoxins | purified TGR, DTNB reduction, TNB absorbance 405 nm | Potency, µM (titrated, usually from 114 µM), for inactives: at the highest dose activity change, negative = inhibition, actives largely listed as inhibitors | 360,000 compounds, 3% hits | AID 485364, 2010; also: nearly all actives have a fitted effect of over 60% in size
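Kinetic colorimetric format: TGR-catalysed, NADPH-driven DTNB reduction monitored via TNB absorbance. Enzyme dispensed at 20 nM; compound exposure 15 min at room temperature before reaction start.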
Tb PYK inh: qHTS of Trypanosoma Brucei Inhibitors. Potency, µM (highest dose often 76.8 µM), for the others: at the highest dose activity, negative = inhibition, hits mostly inhibitors. TbPYK enzyme, Kinase-Glo Plus ATP luminescence, 45 min. 410,000 compounds, 0.12% hits. pyruvate kinase (Trypanosoma brucei), Q57TT1; also: nearly all actives have a fitted effect of over 50% in size
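In this concentration-response screen, enzyme-free wells defined baseline while DMSO plates tracked drift. Each reaction combined TbPYK, substrate, compound and 130 uM ADP for 45 min at room temperature. Kinase-Glo Plus luminescence gave the signal.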
Pf growth 48h: Primary qHTS for delayed death inhibitors of the malarial parasite plastid, 48 hour incubation; Potency, µM (top dose mostly 28.7 µM), for inactives: at the highest dose activity change, negative = inhibition, actives largely listed as inhibitors; P. falciparum luciferase growth in erythrocytes, 48 h; 310,000 compounds, 5.9% hits
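Compounds are pin-transferred into medium, infected erythrocytes (2% hematocrit, 0.1% parasitemia final) are added, and plates sit one parasite generation at 37 C in 5% CO2. Detection reagent is then added and luminescence measured.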
HCV inh: qHTS Assay for Inhibitors of Hepatitis C Virus (HCV); Huh7.5.1 HCVcc-Cre infection, luciferase reporter, 44 h; Potency, µM (titrated, usually from 41.8 µM), without a hit: at the top dose activity change, negative = inhibition, usual class: inhibitors; 340,000 compounds, 3.4% hits; AID 651820, 2012
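HCVcc-Cre virus at an moi near 0.5 was added right after compound to cells cultured 4 h from seeding (1,000 cells/well). Luciferase activity was determined 44 h later, 15 min after substrate addition at RT.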
Pf growth 96h: Primary qHTS for delayed death inhibitors of the malarial parasite plastid, 96 hour incubation; 320,000 compounds, 6.9% hits; Potency, µM (doses to about 28.7 µM), inactives show at the top dose activity change, negative = inhibition, usual class: inhibitors; P. falciparum luciferase reporter growth, 96 h
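Compounds incubated with erythrocytes infected by luciferase-expressing P. falciparum (2% hematocrit, 0.05% parasitemia final) for 96 hours, 37 C in 5% CO2. Growth inhibition scored as decreased luciferase luminescence.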
* = called active by the depositor; ? = inconclusive; . = no result given; & = joins results of further samples; [ ] = another dose, or the depositor's remark. Calls follow the shape of the dose curve; as a rule, active = well fitted curve in the direction sought with a large enough effect; inconclusive = small, poorly fitted or top-dose-only effect, or another doubt; inactive = no such curve, though single readings can be large; an effect the other way counts as inactive or inconclusive. % is scaled to controls: 0 for no effect and ±100 for the full control effect; potency is read from the fitted curve at half-maximal effect. Hits appear at their usual frequency; 16% or so of the library scored in one or more.

structure | LmPK inhibitor | Sm TGR block | Tb PYK inh | Pf growth 48h | HCV inh | Pf growth 96h
CC(C)CC(=O)NC(=S)Nc1ccc(N2CCOCC2)cc1 | 0.5% | ? | 1.0% | 39.0%[activator] | -0.9% | 46.6%[activator]
O=C(c1cccc2ccccc12)N1CCN(Cc2ccccc2F)CC1 | -0.6% | 7.0% | -13.4% | 0.0% | 0.4% | ?
Cc1nc([N+](=O)[O-])c(Br)n1CC(=O)c1ccc(Br)cc1 | 7.7% | 11.2µM* | -2.3% | . | ? | ?
Cc1ccccc1CSCC(=O)c1c(N)n(CC(C)C)c(=O)n(C)c1=O | 2.2% | -2.1% | -0.8% | -9.9% | 2.5% | .
CCOc1ccc(NC(=O)CSCC(=O)O)cc1 | 0.0% | -20.8% | . | 12.0% | 11.0% | .
CC(C)Cn1cc(C(=O)N2CCC(C)CC2)c2c3ccccc3n(C)c2c1=O | -5.6% | -11.1% | -5.9% | ? | -3.4% | 9.2%
COC(=O)Cn1c(=O)c(C(=O)CCl)c(N)n(Cc2ccccc2)c1=O | 0.8% | ? | -1.1% | ? | ? | 8.7%
CC1CN(CCOc2ccc(Cl)cc2Cl)CC(C)O1 (configuration not stated) | -2.4% | 4.5% | 25.9% | 5.8% | -7.7% | ?
Cc1cc(C(=O)N2CCC(C)CC2)on1 | -1.1% | -3.8% | 2.8% | -2.9% | 12.7% | 19.2%
CCOC(=O)c1cc(CC)sc1NC(=O)CCC(=O)O | 3.7% | -20.9% | -4.4% | -4.1% | 9.0% | .
N/C(=N\OC(=O)c1cccc(Br)c1)c1ccccc1 | -17.8% | 11.3% | -16.9% | 61.7%[activator] | 11.2µM* | 41.3%[activator]
CC(OC(=O)C1CC1)C(=O)Nc1ccc([N+](=O)[O-])cc1Cl (configuration not stated) | -2.2% | -1.3% | 0.1% | ? | 1.2% | 89.0%[activator]
CC1CCc2sc(C(=O)N=Nc3c(O)[nH]c4ccccc34)cc2C1 (configuration not stated) | -4.2% | -20.1% | . | 30.0% | -18.1% | 42.4%[activator]
COc1ccc(N2C(=O)CC(N3CCN(c4ccc(S(=O)(=O)N5CCCC5)cc4)CC3)C2=O)cc1 (configuration not stated) | 6.3% | ? | -5.4% | 6.2% | -0.4%&13.2% | .
CCOC(=O)C1=C(C)NC2=C(C(=O)CCC2)C1c1cccs1 (configuration not stated) | 2.0% | -6.8% | 2.4% | -19.3% | -11.7% | ?
O=C(NCc1ccc(Cl)cc1)c1cc(=O)[nH]c2ccccc12 | 3.3% | -0.5% | 9.2% | -8.3% | -3.1% | 0.5%
c1ccc(-c2nc3nc4ccccc4nc3n2CC2CCCO2)cc1 (configuration not stated) | 1.0% | -34.9% | 3.6% | 15.3% | -17.8% | -12.5%
O=C(NCc1ccncc1)C1CCN(S(=O)(=O)c2cccc(C(F)(F)F)c2)CC1 | 0.3% | -5.4% | -5.2% | -3.7% | 6.9% | ?
COc1ccc(CN=Cc2c(C(F)(F)F)[nH][nH]c2=O)cc1 | 3.9% | 7.1% | -3.2% | . | 16.5% | -14.0%
COc1cccc(NC(=O)CCC2CCN(C(=O)c3cncs3)CC2)c1 | -7.9% | -22.6% | ? | ? | 20.8% | ?

Carrying on.
structure | LmPK inhibitor | Sm TGR block | Tb PYK inh | Pf growth 48h | HCV inh | Pf growth 96h
COc1cc(-n2c(=O)c3ccccc3n(Cc3cccc(C)c3)c2=O)cc(OC)c1OC | 1.9% | -2.1% | -5.2% | 15.1% | -1.5% | ?
Cc1cccc(N2C(=O)CC(SC(N)=Nc3ccccc3)C2=O)c1 (configuration not stated) | 5.7% | -1.5% | -20.1% | ? | 5.6% | 53.8%
COc1cnn(-c2ccc(F)cc2)c(=O)c1Br | -5.8% | 2.2% | -0.1% | 29.3% | 24.1% | 22.3%
FC(F)(F)c1cccc(Cc2noc(CN3CCCC(CN4CCCC4)C3)n2)c1 (configuration not stated) | -4.2% | 14.9% | 0.2% | 2.62µM* | -16.9% | 9.28µM*
Clc1ccc(CSc2nnc3ccccn23)c(Cl)c1 | -5.3% | 2.7% | 0.0% | 36.9%[activator] | 16.6% | 47.4%[activator]
O=C(Cc1ccccc1)Nc1nc(-c2ccc(F)c(F)c2)cs1 | -7.7% | 2.7% | 3.6% | ? | 0.0% | -17.5%
CCCCOc1ccc(N(CC(=O)NC(C)(C)CC)C(=O)CCC(=O)Nc2ccccn2)cc1 | 2.7% | 0.0% | -1.0% | -24.8% | 9.0% | 0.8%
CCc1ccccc1N(CC(=O)NCc1ccccc1)C(=O)CCC(=O)Nc1ccccn1 | -0.1% | 0.6% | 6.1% | -14.7% | 6.5% | 31.0%[activator]
O=C(Nc1ccc(S(=O)(=O)Nc2ncccn2)cc1)c1cccnc1 | -1.8% | 3.3% | -4.2% | 19.0% | 2.3% | -18.6%
COc1ccc(Cl)cc1NC(=O)CN(C)C(=O)c1sc2ccccc2c1Cl | . | -8.4% | 0.7% | ? | 12.6µM* | ?
Cc1ccc(N2CS(=O)(=O)/C(=C/N(C)C)C2=O)cc1 | -19.9% | 8.6% | -6.9% | 2.62µM* | 4.0% | 219.3%[activator]
CC(C)(C)C1N=C(c2ccc3ccccc3c2)OC1=O (configuration not stated) | . | -21.7% | -2.8% | 28.3% | 16.7% | 22.4%
CC12CCC3C(CCC4N(CCO)CCC34C)C1CCC2O (configuration not stated) | -2.1% | -6.9% | -17.2% | 23.3% | 0.3% | 26.3%
C/C(CC(=O)NCc1ccco1)=N\NC(=O)COc1ccc(C)cc1 | -1.7% | -1.4% | -20.6% | 0.9% | 3.6% | 5.8%
COCc1cc(C)nc(OCC(=O)N/N=C/c2cc(C)n(-c3c(C)cccc3C)c2C)c1C#N | -0.4% | -18.2% | -3.7% | . | ? | ?
O=C(O)CC1(CC(=O)Nc2cc3ccccc3cn2)CCCCC1 | 2.9% | -1.8% | -12.8% | 1.2% | -10.9% | 2.3%
CCc1cccc(CC)c1N(COC)C(=O)Cn1ccccc1=N | 0.2% | 5.2% | 4.2% | ? | -25.9% | .
CCC(C)NC(=O)CCC(=O)Nc1ccc2nc(N3CC(C)CC(C)C3)cc(C)c2c1 (configuration not stated) | 1.6% | -1.3% | -3.5% | 9.28µM* | ? | 5.86µM*
COC(=O)C(C)Sc1nnc2n(-c3cccc(C)c3)c(=O)c3c4c(sc3n12)CCCC4 (configuration not stated) | 0.5% | -0.9% | -3.7% | 10.4µM* | 7.4%&10.5% | 11.7µM*
CCOC(=O)N1CCC(N2CC34C=CC(O3)C(C(=O)O)C4C2=O)CC1 (configuration not stated) | 0.8% | 0.0% | 4.6% | 6.6% | 12.5% | 16.3%

One compound at a time (already shown). Order of values: LmPK inhibitor, Sm TGR block, Tb PYK inh, Pf growth 48h, HCV inh, Pf growth 96h
CC(C)(C)C1N=C(c2ccc3ccccc3c2)OC1=O (configuration not stated) is listed with ., -21.7%, -2.8%, 28.3%, 16.7%, 22.4%
O=C(Nc1ccc(S(=O)(=O)Nc2ncccn2)cc1)c1cccnc1 is listed with -1.8%, 3.3%, -4.2%, 19.0%, 2.3%, -18.6%

Rewritten with values under each structure: 2 of the compounds above.
Sequence of screens – LmPK inhibitor, Sm TGR block, Tb PYK inh, Pf growth 48h, HCV inh, Pf growth 96h
> CCOc1ccc(NC(=O)CSCC(=O)O)cc1
  0.0%, -20.8%, ., 12.0%, 11.0%, .
> CC(C)Cn1cc(C(=O)N2CCC(C)CC2)c2c3ccccc3n(C)c2c1=O
  -5.6%, -11.1%, -5.9%, ?, -3.4%, 9.2%

(cont.)
structure | LmPK inhibitor | Sm TGR block | Tb PYK inh | Pf growth 48h | HCV inh | Pf growth 96h
CC(C)OC(=O)c1cc(C(=O)c2cc(F)ccc2O)coc1=N | -5.0% | -1.9% | -1.2% | . | -10.0% | ?
CCOC(=O)C1CCN(C(=O)C2COc3ccccc3O2)CC1 (configuration not stated) | -2.7% | -4.5% | 3.5% | 4.5% | 12.6% | 16.4%
COc1ccc(C(C[N+](=O)[O-])c2c(-c3ccccc3)cc3ccccn23)cc1OC (configuration not stated) | 6.5% | 7.94µM* | -5.6% | ? | -22.5% | ?
CCC(C)c1ccccc1N1CC(C(=O)NCCc2ccc(OC)c(OC)c2)CC1=O (configuration not stated) | . | -1.9% | 3.1% | ? | -24.5% | ?
CN(C1CCCCC1)S(=O)(=O)c1cn(C)c(=O)n(C)c1=O | . | -0.6% | -15.9% | -17.6% | -15.7% | -13.5%
Cc1ccc(S(=O)(=O)c2nc(S(=O)(=O)c3ccccc3)sc2N2CCN(C)CC2)cc1 | 13.6% | -15.2% | -3.9% | ? | -9.9% | ?
Cc1ccc(-c2ccc(CCC(=O)O)n2NC(=O)c2ccco2)cc1 | -4.4% | ? | -6.7% | 11.5% | -4.2% | -17.6%
CCOC(=O)Cn1c(=O)c2c(nc(Br)n2Cc2ccc(Cl)cc2)n(C)c1=O | 13.7% | 10.7% | 0.0% | 10.6% | ? | .
CCc1c(C)nc2ncnn2c1NCc1cccs1 | -0.1% | -3.9% | 9.3% | -4.6% | -21.7% | 2.5%
O=C(CN1CCN(c2ccccc2O)CC1)Nc1cc([N+](=O)[O-])ccc1Cl | 2.3% | . | -7.6% | 9.28µM* | -10.7% | ?
Cc1ccc(-n2nc(C)c3c(C)c(CCC(=O)NCC4CCCO4)c(=O)n(C)c32)cc1 (configuration not stated) | 3.1% | -18.6% | -2.2% | ? | -25.7% | ?
COCCN1CN=C(NS(=O)(=O)c2ccc(C)cc2)NC1 | -2.6% | -7.6%&0.2% | -3.9%&-3.1% | -7.6% | 2.8% | -14.3%
O=C(CSc1nnc(-c2ccncc2)n1Cc1ccco1)Nc1nccs1 | -8.6% | -22.5% | 4.1% | 13.7% | ? | 7.38µM*
O=[N+]([O-])c1cccc(S(=O)(=O)c2ccc(NCCO)c([N+](=O)[O-])c2)c1 | -6.9% | ? | -21.6% | ? | 5.1% | 41.8%[activator]
CC(C)[C@@H](NC(=O)C1CCN(C(=O)[C@@H]2CCCN2C(=O)OC(C)(C)C)CC1)C(=O)NCc1ccc(F)cc1 | 4.9% | 0.0% | -1.2% | 14.0% | -22.7% | ?
Cc1ccc(CNC(=O)CCCOc2cc(=O)n(C)c3ccccc23)o1 | 0.5% | 12.6µM* | -11.0% | ? | -23.0% | 15.8%

A run of entries of the results above, for reference:
structure | LmPK inhibitor | Sm TGR block | Tb PYK inh | Pf growth 48h | HCV inh | Pf growth 96h
CC(C)CC(=O)NC(=S)Nc1ccc(N2CCOCC2)cc1 | 0.5% | ? | 1.0% | 39.0%[activator] | -0.9% | 46.6%[activator]
O=C(c1cccc2ccccc12)N1CCN(Cc2ccccc2F)CC1 | -0.6% | 7.0% | -13.4% | 0.0% | 0.4% | ?
Cc1nc([N+](=O)[O-])c(Br)n1CC(=O)c1ccc(Br)cc1 | 7.7% | 11.2µM* | -2.3% | . | ? | ?

Looked up by structure from the entries so far (2):
structure | LmPK inhibitor | Sm TGR block | Tb PYK inh | Pf growth 48h | HCV inh | Pf growth 96h
CCOC(=O)Cn1c(=O)c2c(nc(Br)n2Cc2ccc(Cl)cc2)n(C)c1=O | 13.7% | 10.7% | 0.0% | 10.6% | ? | .
COCCN1CN=C(NS(=O)(=O)c2ccc(C)cc2)NC1 | -2.6% | -7.6%&0.2% | -3.9%&-3.1% | -7.6% | 2.8% | -14.3%
